Assay outcomes: PubChem BioAssay, National Center for Advancing Translational Sciences (NCATS)
LDHA block: blocks human lactate dehydrogenase A. P00338. purified LDHA, NADH/diaphorase-resazurin fluorescence; hits give low values. activity change, % (values are at about 110 or 230 µM). 480,000 compounds, 0.15% hits. AID 1347041; in the data active = activity change below about -30%; inconclusive = mostly about -25% to -30%;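 note: plate controls were DMSO wells for no effect and wells without enzyme for full effect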
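Human LDH5 at 2 nM final in Tris HCl pH 7.4 with 0.06 mM NADH and 0.2 mM pyruvate, reacted 5 minutes at room temperature. Remaining NADH coupled via diaphorase/resazurin; resorufin fluorescence read at 0 and 20 minutes, normalized to enzyme-free and DMSO wells.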
Pol beta inh: DNA polymerase beta (human) inhibition | P06746 | 340,000 compounds, 1.3% hits | Pol beta primer extension/strand displacement, fluorescence kinetic | Potency, µM (titrated, usually from 114 µM), for the others: at the highest dose activity change, negative = inhibition, hits mostly inhibitors; note: potency is the fitted concentration of half-maximal effect; % is set by controls: 0 for no effect and ±100 for the full control effect
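Pol beta (10 nM) was preincubated with compound for 15 min at room temperature. The reaction was then started with 50 nM substrate and read immediately and after a further 10 min at room temperature.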
RGS4 inhibitor: inhibitors of human regulator of G protein signaling 4 | P49798 | Transcreener GDP fluorescence polarization, RGS4-accelerated GTP hydrolysis | Potency, µM (doses to about 114 µM), for the others: top-dose activity change, negative = inhibition, actives largely listed as inhibitors | 390,000 compounds, 0.039% hits; note: potency is the fitted concentration of half-maximal effect; % is set by controls: 0 for no effect and ±100 for the full control effect; nearly all actives have a fitted effect of over 75% in size; some results filed as inactive show a strong effect at the top dose
Target sequence (P49798 whole entry, looked up): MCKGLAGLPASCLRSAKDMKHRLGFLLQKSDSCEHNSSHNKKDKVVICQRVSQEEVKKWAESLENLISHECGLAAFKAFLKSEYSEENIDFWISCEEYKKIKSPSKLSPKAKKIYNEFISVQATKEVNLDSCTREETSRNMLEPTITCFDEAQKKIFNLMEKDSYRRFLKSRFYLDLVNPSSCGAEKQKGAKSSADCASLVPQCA
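MLSMR compounds (23 nl, pin-transferred) preincubated 10 min at room temperature with a 500nM (2x) first reagent, then RGS4 at 900nM (2x) plus Transcreener GDP mix added; fluorescence polarization (620/688 nm) read before and after 90 min at 30 °C.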
ERG-DNA inh: inhibitors of human ERG Ets domain-DNA interaction; P11308; fluorescence polarization, His-ERG Ets domain / labelled DNA; Potency, µM (highest dose often 76.9 µM), inactives show at the highest dose FP activity, negative = inhibition, most hits filed as inhibitors; 370,000 compounds, 0.028% hits; AID 624246; active = well fitted inhibition curve with a large enough effect in the polarisation, with a control signal flat; inconclusive = small, poorly fitted or top-dose-only effect, or effect the other way, or a change in a side signal; inactive = no such curve, though single readings can be large or run the other way; the % refers to the polarisation;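 note: polarization taken with two DNA probes labelled with fluorescein and Texas red; potency is the fitted concentration of half-maximal effect; % of control where 0% means no effect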
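His-tagged ERG Ets domain (1 uM in the protein solution; 300mM KCl, 50mM Tris-HCl, 1mM EDTA, 1mM DTT, pH 7.5) received compound, then a probe mix of 5 nM fluorescein-DNA and 100nM Texas-615-DNA. Fluorescence polarization was read for both dyes.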
APE1 inh: inhibitors of human APE1 endonuclease; Potency, µM (titrated, usually from 65.8 µM), for the others: at the top dose activity change, negative = inhibition, actives largely listed as inhibitors; recombinant APE1, TAMRA/BHQ-2 abasic DNA cleavage fluorescence; AID 2517; 350,000 compounds, 0.35% hits; P27695;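 note: potency is the fitted concentration of half-maximal effect; plate controls were vehicle for no effect and reference inhibitor for full effect; nearly all actives have a fitted effect of over 55% in size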
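Incision of a quenched TAMRA/BHQ-2 THF abasic-site duplex (50 nM) by 0.75 nM APE1, after 15 min compound preincubation, measured as fluorescence increase over three 60 s reads. Values normalized to buffer, DMSO and NSC13755 control wells.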
Anesthetic bind: candidate novel general anesthetic via apoferritin binding. 350,000 compounds, 0.074% hits. P02791. apoferritin/1-aminoanthracene competitive binding, fluorescence. AID 485281. Potency, µM (top dose mostly 77.5 µM), without a hit: top-dose activity change, negative = displacement, hits mostly inhibitors; note: potency is the fitted concentration of half-maximal effect; % is set by controls: 0 for no effect and ±100 for the full control effect; nearly all actives have a fitted effect of over 20% in size
Target sequence (P02791 2-175 limits assumed): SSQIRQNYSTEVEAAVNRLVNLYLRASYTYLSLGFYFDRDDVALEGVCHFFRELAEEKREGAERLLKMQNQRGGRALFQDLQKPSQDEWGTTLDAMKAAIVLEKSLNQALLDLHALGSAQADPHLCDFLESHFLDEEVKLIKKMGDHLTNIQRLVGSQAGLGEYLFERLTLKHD
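10 uM apoferritin + 50% sat. 1-AMA, PBS; cpd 10 min RT; Ex380/Em535 endpoint; normalized to free probe vs complex; 4-param Hill fit; propofol titration as pos. ctrl.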
Pol eta inh: DNA polymerase eta (human) inhibition; Potency, µM (doses to about 114 µM), inactives show at the highest dose activity change, negative = inhibition, most hits filed as inhibitors; 390,000 compounds, 1.2% hits; AID 588591; recombinant Pol eta, fluorescent DNA replication assay; note: potency is the fitted concentration of half-maximal effect; % is set by controls: 0 for no effect and ±100 for the full control effect
Target sequence (Q9Y253 whole entry, looked up): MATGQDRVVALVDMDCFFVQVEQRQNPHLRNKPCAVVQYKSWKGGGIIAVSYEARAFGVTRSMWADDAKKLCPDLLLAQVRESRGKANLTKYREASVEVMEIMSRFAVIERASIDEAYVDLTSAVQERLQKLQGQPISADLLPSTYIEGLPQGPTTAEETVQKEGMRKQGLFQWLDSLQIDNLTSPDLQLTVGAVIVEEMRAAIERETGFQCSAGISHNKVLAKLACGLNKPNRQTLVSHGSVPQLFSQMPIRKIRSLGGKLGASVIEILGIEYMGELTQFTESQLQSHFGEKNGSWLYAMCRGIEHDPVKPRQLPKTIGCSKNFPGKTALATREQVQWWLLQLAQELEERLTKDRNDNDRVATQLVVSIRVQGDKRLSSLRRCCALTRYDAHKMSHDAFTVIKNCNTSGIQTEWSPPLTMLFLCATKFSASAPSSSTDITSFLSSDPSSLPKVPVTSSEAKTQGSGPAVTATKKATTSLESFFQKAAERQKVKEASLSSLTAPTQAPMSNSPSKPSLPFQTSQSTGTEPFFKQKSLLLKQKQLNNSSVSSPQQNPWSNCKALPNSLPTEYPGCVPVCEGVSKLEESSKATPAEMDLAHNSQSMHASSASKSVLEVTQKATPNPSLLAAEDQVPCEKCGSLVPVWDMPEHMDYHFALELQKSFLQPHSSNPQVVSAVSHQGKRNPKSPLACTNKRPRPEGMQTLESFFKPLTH
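Fluorescent replication assay: 50 nM final substrate added after a 15 min room-temperature compound preincubation with 10 nM enzyme. Signal taken at 0 min and again at 10 min.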
12-LOX inh: blocks human arachidonate 12S-lipoxygenase | purified 12hLO, xylenol orange hydroperoxide absorbance | Potency, µM (titrated, usually from 108 µM), without a hit: top-dose activity change, negative = inhibition, hits mostly inhibitors | 580,000 compounds, 1.1% hits | P18054; note: potency is the fitted concentration of half-maximal effect; % is set by controls: 0 for no effect and ±100 for the full control effect
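Purified human 12hLO at 150 nM in 25 mM Hepes, 0.01% Triton X-100, pH 7.0, preincubated 15 min at room temperature with compound. Reaction started with 40 uM arachidonic acid, 30 min at room temperature. Hydroperoxide measured by Fe-xylenol orange, 573/405 nm absorbance ratio.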
POLK inh: inhibitors of human DNA polymerase kappa; Q9UBT6; AID 588579; purified Pol kappa, fluorescent DNA synthesis assay, 10 min; Potency, µM (top dose mostly 107 µM), inactives show at the highest dose activity, negative = inhibition, hits mostly inhibitors; 400,000 compounds, 0.53% hits; note: potency is the fitted concentration of half-maximal effect; % is set by controls: 0 for no effect and ±100 for the full control effect
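Kinetic fluorescence readout at 0 and 10 min followed reaction start with substrate at 50 nM final. Beforehand, enzyme (10 nM Pol kappa) stood 15 min with compound at room temperature; buffer-only wells were negative controls.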
The depositor's hits bear a star; ? = inconclusive; . = no result given; [ ] = dose if it differs, or a comment. Unless noted, calls come from the whole dose curve; as a rule, active = well fitted curve in the direction sought with a large enough effect; inconclusive = small, poorly fitted or top-dose-only effect, or another doubt; inactive = no such curve, though single readings can be large; an effect the other way counts as inactive or inconclusive. Some of the compounds tested; count on the stated rates, not on these rows.

no.	Compound	LDHA block	Pol beta inh	RGS4 inhibitor	ERG-DNA inh	APE1 inh	Anesthetic bind	Pol eta inh	12-LOX inh	POLK inh
1	Cn1nc(C(=O)NCCc2ccc(S(N)(=O)=O)cc2)c2c1-c1ccccc1S(=O)(=O)C2	1.1	-0.6%	-2.6%	5.7%	-6.5%	-8.9%	-13.4%	12.0%	5.2%
2	COc1ccc(Br)cc1CN1CCCC(C(=O)N2CCCCC2)C1 (centres undefined)	?	3.2%	44.3%	-6.0%	-3.0%	-15.0%	-3.4%	?	-11.5%
3	O=C(N/N=C/c1ccc([N+](=O)[O-])cc1)c1cccc(N2CCCC2=O)c1	-10.3	15.7%	-20.7%	3.6%	-38.9%	-6.7%	-17.3%	0.1%	-1.6%
4	COc1cc(C)c(NC(=O)c2cccc(S(=O)(=O)N3CCCC3)c2)cc1OC	-4.3	.	-7.2%	7.6%	-4.1%	.	-15.8%	-9.3%	0.0%
5	Cc1ccc(N(CC(=O)NCC2CCCO2)S(=O)(=O)c2ccc(Cl)cc2)cc1C (centres undefined)	-1.4	-0.5%	34.6%	-9.9%	32.1%	-14.2%	4.1%	2.4%	4.8%
6	CCC(=O)N1CN(S(=O)(=O)c2ccc(C)cc2)CC1C (centres undefined)	-7.3	3.7%	12.4%	-1.6%	-2.0%	-5.6%	-10.7%	-2.9%	-12.7%
7	CCOP(=O)(OCC)C(NC(=O)c1cccs1)c1ccccc1 (centres undefined)	-9.4	9.1%	-7.9%	-3.2%	39.1%	-0.3%	-9.3%	15.2%	-1.4%
8	CCCCCN(C(=O)CSc1n[nH]c(-c2ccc(C)cc2)n1)c1c(N)n(CCCC)c(=O)[nH]c1=O	0.3	.	0.6%	4.8%	12.6%	.	-7.1%	-27.8%	-1.3%
9	CC1Cc2ccccc2N1C(=S)Nc1cccc(S(=O)(=O)N(C)C)c1 (centres undefined)	-1.1	4.9%	-19.8%	-0.6%	1.8%	-9.1%	-23.5%	27.4%	-9.8%
10	CCn1cc(C(=O)Nc2ccc3c(c2)OCCO3)c2cc(OC)c(OC)cc2c1=O	-1.1	10.2%	-4.2%	-2.4%	-0.3%	-15.0%	-11.0%	-29.1%	-8.4%
11	Nc1c(C(=O)c2ccccc2)sc2nsc(SCCN3CCOCC3)c12	-2.6	9.9%	12.6%	3.7%	2.5%	-0.3%	-15.1%	45.8%[activator]	-11.0%
12	COc1cccc(C2Nc3ccccc3NC3=C2C(=O)CC(C)(C)C3)c1OC (centres undefined)	-2.4	17.7%	?	0.0%	11.0%	-8.1%	-17.0%	-21.6%	-2.7%

Some of these compounds in order of the ERG-DNA inh value, largest number first.
no. | smiles | ERG-DNA inh
12 | COc1cccc(C2Nc3ccccc3NC3=C2C(=O)CC(C)(C)C3)c1OC (centres undefined) | 0.0%
9 | CC1Cc2ccccc2N1C(=S)Nc1cccc(S(=O)(=O)N(C)C)c1 (centres undefined) | -0.6%
2 | COc1ccc(Br)cc1CN1CCCC(C(=O)N2CCCCC2)C1 (centres undefined) | -6.0%

Next results
no.	Compound	LDHA block	Pol beta inh	RGS4 inhibitor	ERG-DNA inh	APE1 inh	Anesthetic bind	Pol eta inh	12-LOX inh	POLK inh
13	O=C1CSc2ccc(S(=O)(=O)NCc3ccccc3)cc2N1	-6.1	17.4%	-14.3%	-16.8%	-1.2%	-1.1%	5.7%	2.2%	-17.5%
14	CCOc1cc(NC(=S)NCC2CCCO2)c(OCC)cc1NC(=O)c1ccccc1 (centres undefined)	0.0	2.8%	-46.3%	-5.9%	-9.0%	3.5%	-14.9%	?	-9.0%
15	CCOC(=O)N1CCN(S(=O)(=O)CCNC(=O)c2ccc(F)cc2)CC1	-10.9	.	20.5%	2.2%	2.7%	.	2.4%	16.9%	-0.6%
16	Cc1cccc(-n2nc3c(c2NC(=O)c2ccco2)CSC3)c1C	3.2	?	-40.7%	9.2%	-1.9%	-10.6%	12.6µM*	?	28.2µM*
17	O=C(C1=C[C@@H](C2CCCCC2)C[C@@H](OCc2ccc(CO)cc2)O1)N1CCOCC1	-0.8	13.7%	10.0%	-14.0%	-3.5%	-9.6%	-7.2%	0.0%	12.5%
18	CC1=NN(c2cc(Cl)c(S(=O)(=O)O)cc2Cl)C(=O)C1	8.8	.	-41.2%	4.7%	.	.	22.4µM*	-0.6%	?
19	COc1ccc(CNC(=O)C(C)OC(=O)CN2C(=O)COc3ccccc32)cc1 (centres undefined)	-4.4	-1.5%	-3.4%	-3.2%	15.2%[12.4 µM]	-2.6%	-14.6%	-8.2%	0.0%
20	CC(=O)O[C@@H]1[C@@]2(C)O[C@H]2CC[C@]23O[C@H]2[C@H](OC3=O)C2=C(C)C(=O)O[C@@]21O	1.1	1.3%	-29.4%	5.1%	0.3%	16.2%	4.5%	8.0%	16.0%
21	COc1ccc(C(=O)Nc2ccccc2N2CCN(C(=O)C(C)C)CC2)cc1Cl	-2.4	-23.1%	-12.1%	-3.2%	-1.7%	-12.1%	-5.9%	-7.7%	-1.5%
22	CC(C)(C)c1ccc(Cn2nnc3c(=O)[nH]c(C4CCN(C(=O)Cc5cccs5)CC4)nc32)cc1	6.7	-2.0%	2.1%	-3.3%	-4.8%	?	-30.3%	-9.6%	-25.1%
23	Cc1cc(NC(=O)CCC(=O)N(Cc2ccco2)C(C)(C)C(=O)NC2CCCCC2)no1	-14.1	21.9%	7.4%	0.5%	-4.9%	-5.5%	-2.4%	-17.3%	1.8%
24	O=C(COc1ccc(Cl)cc1)Nc1cnn(Cc2c(Cl)cccc2Cl)c1	-12.5	19.4%	?	5.3%	-2.3%	?	-7.6%	0.0%	-4.6%
25	Cc1cc(=O)[nH]c(SCC(=O)N2CCN(C(c3ccccc3)c3ccccc3)CC2)n1	-4.8	9.0%	-29.0%	3.9%	3.5%	-4.7%	0.3%	5.9%	-1.3%
26	O=S(=O)(NCC(O)COCc1ccco1)c1cccs1 (centres undefined)	-1.1	22.4µM*	-29.0%	12.1%	?	-18.1%	20µM*	-2.7%	35.5µM*
27	Cc1nn(-c2ccccc2)c2c1N(CCCC(=O)NCc1ccccc1)C(=O)CS2	-10.5	-8.0%	-27.9%	-2.7%	.	-8.4%	-13.6%	?	-4.9%
28	COc1ccc(OC)c(S(=O)(=O)Nc2ccccc2SC)c1	-1.9	3.0%	-10.0%	-2.7%	4.9%	5.0%	-18.7%	-22.9%	-24.4%
29	O=C(CCc1ccncc1)NC1CCCc2c1cnn2-c1ccc(F)cc1F (centres undefined)	-1.7	0.8%	2.6%	2.7%	20.7%	-2.9%	-12.6%	5.2%	2.1%
30	COc1cccc(/C(O)=C2/C(=O)C(=O)N(CCN(C)C)C2c2ccc(Br)cc2)c1 (centres undefined)	-7.2	15.2%	?	-5.4%	2.9%	-10.5%	2.5%	0.0%	-2.7%
31	CCOc1ccc(NS(=O)(=O)c2ccc(NC(C)=O)c(OC)c2)cc1	-2.8	-1.2%	-22.2%	?	-2.6%	-2.9%	-16.8%	-10.7%	-2.2%
32	Cc1ccc(CNC(=O)c2ccc3c(=O)n(CC4CCCO4)c(=S)[nH]c3c2)cc1 (centres undefined)	-5.2	2.0%	8.7%	-7.3%	5.1%	-7.4%	-9.5%	14.4%	-5.8%
33	O=c1cc(CCl)nc2sc3ccccc3n12	0.0	?	-14.8%	14.7%	?	-2.9%	50.1µM*	-18.3%	?
34	CC(C)(C)c1ccc(OCCCn2ccnc2)cc1	-17.4	?	-22.1%	-4.9%	-3.7%	?	-12.3%	-26.3%	-15.2%
35	CC(=O)c1ccc(-n2c(=O)[nH]c(=O)c3c(N)c(C(=O)c4ccc(Cl)cc4)sc32)cc1	-5.4	?	-20.7%[56.9 µM]	4.2%	3.3%	-3.1%	-6.1%	-12.8%	0.5%
36	CC(C)C[C@H](NC(=O)N1CCn2c1nc1ccccc12)C(=O)NCCc1ccccc1	-14.5	17.5%	0.8%	7.9%	12.0%	-13.2%	-27.0%	0.9%	-6.7%
37	CC1(C)C(=O)OC(c2cccn2-c2ccc([N+](=O)[O-])cc2)C(C)(C)C1=O (centres undefined)	-3.3	36.9%	-12.6%	0.1%	-1.3%	-7.5%	-22.9%	-0.1%	-2.6%
38	Cc1cccc2nc(COc3ccc4ccccc4c3Br)cn12	-0.6	1.4%	?	-6.5%	-0.7%	-4.3%	-16.7%	2.4%	4.1%
39	Cc1ccccc1C(=O)N1c2ccccc2OCC1C(C)(C)C (centres undefined)	0.9	-4.4%	6.1%	9.1%	34.5%	-1.2%	-5.7%	0.0%	0.1%
40	CCn1c(SCc2nc3ccccc3[nH]2)nnc1-c1cnccn1	-10.1	?	-15.3%	-0.8%	0.3%	-6.3%	-3.4%	14.0%	0.0%
41	COc1ccc(COC(=O)c2ccc(Cl)c(S(=O)(=O)N3CC(C)OC(C)C3)c2)cc1 (centres undefined)	-4.0	.	2.6%	9.6%	-13.9%	.	-14.0%	1.7%	-16.5%
42	Cc1ccc(C(=O)Nc2sc(C)c(C)c2C(=O)c2ccccc2)cc1	-6.6	17.7%	?	-9.4%	-4.8%	-0.7%	-13.0%	?	-1.9%
